Screens from PubChem.
KCNQ2 block: KCNQ2 potassium channel inhibitors, primary screen, cell-based, CHO-K1, FluxOR thallium flux, B-score (AID 2156); 20 min; active compounds read low; B-score at 10 µM; Potassium voltage-gated channel subfamily KQT member 2 (Rattus norvegicus), O88943; 310,000 compounds, 1.1% hits;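 active = fluorescence ratio B-score at most minus 3 library SDs, with starting brightness B-score within 2 library SDs, cut at about -5.5 in these data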
Kir21 block: inhibitors of mouse Kir2.1 inward-rectifier potassium channel; B-score at 10 µM; HEK293-Kir2.1, FluxOR thallium flux fluorescence; active compounds read low; 310,000 compounds, 0.85% hits;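 active = fluorescence ratio B-score at or below minus 3 SD of library scores, with starting-brightness B-score within 2 SD, cut at about -4.2 in these data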;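 note: channel flux triggered by added potassium and thallium sulfate stimulus; B-score of peak minus minimum fluorescence over baseline after thallium stimulus; more negative B-score means stronger Kir2.1 block with less thallium influx; some compounds called inactive have numbers as strong as hits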
Target sequence (P35561 whole entry, looked up): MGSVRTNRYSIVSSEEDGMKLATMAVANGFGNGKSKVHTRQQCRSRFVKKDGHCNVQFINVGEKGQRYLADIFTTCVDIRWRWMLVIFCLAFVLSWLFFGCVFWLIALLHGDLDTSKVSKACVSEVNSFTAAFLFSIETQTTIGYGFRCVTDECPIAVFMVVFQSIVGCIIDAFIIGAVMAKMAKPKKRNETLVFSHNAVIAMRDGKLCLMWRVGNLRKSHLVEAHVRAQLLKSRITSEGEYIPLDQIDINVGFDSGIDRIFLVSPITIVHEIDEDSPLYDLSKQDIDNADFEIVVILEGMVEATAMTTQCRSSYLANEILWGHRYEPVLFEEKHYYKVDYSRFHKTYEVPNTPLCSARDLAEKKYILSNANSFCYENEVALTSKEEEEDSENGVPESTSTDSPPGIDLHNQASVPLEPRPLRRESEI
* marks the source's active call; other numbers are inactive results; i = inactive.

SMILES	KCNQ2 block	Kir21 block
CCCCNc1c(-c2ccc(SC3CCCCC3)cc2)nc2ccccn12	i	0.12
CCc1ccc(NC(=O)C2CCN(S(=O)(=O)c3cccs3)CC2)cc1	i	0.96
CC1CCC(NC(=O)C2CCC(CNS(=O)(=O)c3cccc4nsnc34)CC2)CC1 (stereo unspecified)	i	-0.01
Cc1cc(Oc2nc3c(C)cccn3c(=O)c2/C=C(\C#N)S(=O)(=O)c2ccccc2)ccc1Cl	i	-0.13
Cc1ccc(SCc2ccc(C(=O)N3CCCCC3)cc2)cc1	i	0.86
Cc1cc(C(=O)NCCN2CCCCC2C)n(-c2ccccc2)n1 (stereo unspecified)	i	0.96
CC(C)(C)C(=O)CSc1nccc(=O)[nH]1	i	-0.47
CNC(=S)N(CCc1c(C)[nH]c2ccc(C)cc12)Cc1ccc(OC)c(OC)c1	i	-0.67
C/C=C/C=C/C(=O)OCC(=O)Nc1ccc(Cl)cc1	i	1.6
Cc1ccc(NC(=O)COC(=O)c2cc(-c3cccs3)nn2-c2ccccc2)cc1[N+](=O)[O-]	i	0.39
O=C(COC(=O)c1ccc(O)cc1)Nc1cccc(S(=O)(=O)NC2=NCCCCC2)c1	i	0.11
Cc1ccc(NC(=O)CCNS(=O)(=O)c2ccc(Br)s2)cc1	i	-0.22
O=c1cc(N2CCC3(CC2)OCCO3)[nH]c(=O)n1C1CCCCC1	i	-0.14
Cn1cnc([N+](=O)[O-])c1NCc1ccccc1	i	-0.13
CC(C)(C)c1cc(NS(=O)(=O)c2cccs2)no1	i	3.1
COc1ccccc1NC(=O)c1cc(Cl)ccc1NC(=O)c1ccco1	i	0.4
COc1cccc(CN(C)C(=S)Nc2cccc(C)c2)c1	i	0.78
CC(C)CCNC(=O)C(c1ccco1)N(CCCO)C(=O)Cn1nnc(-c2ccc(F)cc2)n1 (stereo unspecified)	i	0.68
O=C(NCCc1ccccc1)c1ccccc1NC(=O)C1CCCCC1C(=O)O (stereo unspecified)	i	0
CCN1C(=O)c2c(C)nc3ccccc3c2C1=O	i	1.4
O=C(O)C1CCCCC1C(=O)NCc1ccccn1 (stereo unspecified)	i	-2.1
Cc1cc(N(CC(=O)NC(C)C)S(C)(=O)=O)ccc1Br	i	0.05
O=C(N/N=C/c1ccccc1OCc1ccccc1)c1cccs1	i	-0.5
CCCCCNc1c(C(=O)OCC)c(=O)[nH]c2ccccc12	i	-1.6
Cc1ccc2oc(=O)n(CC(=O)O)c2c1	i	-0.26
(list continues)
SMILES	KCNQ2 block	Kir21 block
CC1=CCC2C(=O)N(c3ccc(C)c(Br)c3)C(=O)C2C1 (stereo unspecified)	i	3.1
COC(=O)c1cn(C(=O)c2ccccc2F)nc1N	i	0.06
CCCn1c(=S)[nH]c2cc(C(=O)N3CCCC(C(=O)OCC)C3)ccc2c1=O (stereo unspecified)	i	1.6
CCCC(O)(c1ccc(Cl)cc1)C(CN1CCOCC1)c1ccc(Cl)cc1 (stereo unspecified)	i	-0.06
O=C(O)c1ccc(NC(=O)c2cn(-c3ccccc3)nc2-c2ccc(F)cc2)cc1	i	0.77
COc1ccc(NC2=NCCCCC2)cc1	i	0.63
Cc1ccnc(N/N=C/c2ccco2)n1	i	0.04
Cc1c(C#N)c2ccccc2n1CC(=O)O	i	-0.13
CCOc1ccc(CNC(=O)CCCc2cn(C)c3ccccc23)cc1OC	i	-1.9
O=C(CSc1nnc(Cc2ccccc2)n1-c1ccc(F)cc1)N1CCOCC1	i	-0.26
CCOC(=O)CSc1nnc([C@H](CC(C)C)NC(=O)OC(C)(C)C)o1	i	2.1
CC(/C=C1\SC(=S)N(CCCC(=O)Nc2ccc(C(=O)O)cc2)C1=O)=C\c1ccccc1	i	0.07
CCc1nnc(NC(=O)COc2ccc3c(c2)OCO3)s1	i	0
CC(=O)N1CCN(C(=O)c2cc(C)nc3ccccc23)CC1	i	1.1
Fc1ccc(Nc2c(-c3ccco3)nc3ccccn23)cc1	i	-0.02
CCOc1ccccc1NC(=O)CNC(=O)CNC(=O)Cc1ccccc1	i	0.78
O=C(CSc1nc2ccc(NC(=O)c3ccccc3C(=O)O)cc2s1)Nc1ccc(F)c([N+](=O)[O-])c1	i	-1.1
Cc1ccc(NC(=O)CS(=O)CC(=O)N(CC(=O)NC2CCCC2)c2cc(C)ccc2C)cc1 (stereo unspecified)	i	-0.36
Cc1ccc(NC(=O)N2CCCC2C(=O)Nc2ccc3c(c2)OCCO3)cc1 (stereo unspecified)	i	0.38
COc1ccc(NC(=O)CS(=O)(=O)c2ccccc2)cc1	i	0.78
COCCCNC(=O)CNC(=O)c1nn(-c2ccc(OC)c(Cl)c2)c(=O)c2ccccc12	i	0.07
CSc1ccccc1OCc1cc(C(=O)N2CCN(C)C(c3ccccc3)C2)no1 (stereo unspecified)	i	1.4
COc1cccc2oc3cc(C#Cc4ccccn4)ccc3c(=O)c12	i	0.31
Cc1ccc(O)c(-c2cc(C(=O)Nc3ccc(S(=O)(=O)Nc4nc(C)cc(C)n4)cc3)[nH]n2)c1	i	-0.21
CCNC(=O)c1ccccc1NC(=O)c1cccc(S(=O)(=O)N2CCOCC2)c1	i	1.7

Pulled one by one from the entries so far:
SMILES	KCNQ2 block	Kir21 block
Cc1cc(Oc2nc3c(C)cccn3c(=O)c2/C=C(\C#N)S(=O)(=O)c2ccccc2)ccc1Cl	i	-0.13
O=C(CSc1nnc(Cc2ccccc2)n1-c1ccc(F)cc1)N1CCOCC1	i	-0.26
CCCC(O)(c1ccc(Cl)cc1)C(CN1CCOCC1)c1ccc(Cl)cc1 (stereo unspecified)	i	-0.06

Next section:
SMILES	KCNQ2 block	Kir21 block
CCc1nnc(NC(=O)CSc2nnc(Cc3cc(=O)[nH]c(=O)[nH]3)n2-c2ccc(OC)cc2)s1	i	0.87
CS(=O)(=O)N(CC(=O)Nc1ccc2c(c1)OCO2)Cc1ccccc1	i	-0.92
C/C(=N/Nc1ccc(C(=O)O)cc1)c1ccc(O)c(O)c1O	i	0.53
CN(C)C(CNC(=O)CSc1nc2sc3c(c2c(=O)n1C)CCC3)c1ccccc1 (stereo unspecified)	i	0.1
CCOc1ccc2nc(NC(=O)C(CCSC)NS(=O)(=O)c3cccs3)sc2c1 (stereo unspecified)	i	1.1
COc1ccc(NC(=O)c2ccccc2N(Cc2ccccc2)S(C)(=O)=O)cc1	i	-0.24
Cc1cc(C)nc(NC(=O)/C=C/c2ccc(Cl)cc2Cl)c1	i	-2.1
O=C(OC1CSc2nc3ccccc3n2C1)c1ccco1 (stereo unspecified)	i	-1.5
O=C(NCc1cccs1)c1ccc(S(=O)(=O)N2CCCCC2)cc1	i	0.57
COc1cc2cc(C(c3nnnn3C3CCCCC3)N(C)C3CCCCC3)c(=O)[nH]c2cc1OC (stereo unspecified)	-11*	3.1
Fc1ccc(CNCc2ccc(Br)cc2)cc1	i	-4.1
Cc1ccc(NC(=O)CSc2nc3[nH]ncc3c(=O)[nH]2)cc1Cl	i	2.2
CONC(=O)Nc1ccccc1[N+](=O)[O-]	i	-0.68
CC(C)(C)c1cc(NC(=O)c2cccnc2)no1	i	-1.1
CCOC(=O)c1ccc(N2C=C(C(=O)OC)C(c3ccc(OC)c(O)c3)C(C(=O)OC)=C2)cc1	i	-0.99
CCOc1cccc(C(=O)NC(=S)Nc2ccc(N3CCCC3)cc2)c1	i	-0.7
COC(=O)C(C)Sc1nc(N)c(NC(=O)c2ccco2)c(=O)[nH]1 (stereo unspecified)	i	1.2
Cc1ccc(S(=O)(=O)NC(=O)Nc2ccc(Cl)cn2)cc1	i	0.41
CN(C)/C=C/C(=O)/C=C/c1ccc(Cl)cc1	i	-0.33
COc1cccc(N2CC(NC(=O)c3cccc4ccccc34)CC2=O)c1 (stereo unspecified)	i	-1.6
COc1ccc(OC)c(NC(=O)CN2C(=O)c3ccccc3S2(=O)=O)c1	i	0.02
CC(C)Oc1cccc(C(=O)Nc2ccc(N3CCN(C)CC3)cc2)c1	i	-0.93
COc1ccc(NC(=O)C2CCN(S(C)(=O)=O)CC2)cc1	i	-0.02
Cc1ccccc1OCC(=O)NC(=S)Nc1ccccc1N1CCN(S(C)(=O)=O)CC1	i	-1.3
CN(NC(=O)/C=C/C(=O)O)c1ncc(C(F)(F)F)cc1Cl	i	1.1

Brought forward from above: five compounds, then new ones.
SMILES	KCNQ2 block	Kir21 block
COc1ccc(OC)c(NC(=O)CN2C(=O)c3ccccc3S2(=O)=O)c1	i	0.02
CC(C)Oc1cccc(C(=O)Nc2ccc(N3CCN(C)CC3)cc2)c1	i	-0.93
COc1ccc(NC(=O)C2CCN(S(C)(=O)=O)CC2)cc1	i	-0.02
Cc1ccccc1OCC(=O)NC(=S)Nc1ccccc1N1CCN(S(C)(=O)=O)CC1	i	-1.3
CN(NC(=O)/C=C/C(=O)O)c1ncc(C(F)(F)F)cc1Cl	i	1.1
Cc1ccc(S(=O)(=O)N(C)c2nc3ccccc3n3c(C(C)C)nnc23)cc1	i	-0.42
O=C(O)c1cccc(CN2C(=O)S/C(=C/c3cccc([N+](=O)[O-])c3)C2=O)c1	i	0.1
CC1CCC(=C(C#N)c2nc(-c3cc4ccccc4oc3=O)cs2)CC1 (stereo unspecified)	-8.5*	-0.49
O=C(CCn1cccc1)NCc1ccc(Cl)cc1	i	0.31
CCn1c2ccccc2c2cc(/C=N/NC(=O)c3ccccc3)ccc21	i	-0.28
CC(=O)N(c1ccccc1)c1c(F)c(F)c(F)c(F)c1F	i	-0.11
CCCCCOC(=O)c1ccc(N2C(=O)C3C4C=CC(C4)C3C2=O)cc1 (stereo unspecified)	i	0.25
CC(=O)Nc1cccc(NC(=O)CSc2ccc(-c3cccnc3)nn2)c1	i	1.9
O=C(CSc1nc2sccc2c(=O)[nH]1)N1CCN(c2ccccc2)CC1	i	0.21
CCNC(=O)C(=O)Nc1ccc2c(c1)N(S(=O)(=O)c1cccs1)CCC2	i	0.52
CC1CCc2c(sc3ncnc(SC(C)C(=O)NCC4CCCO4)c23)C1 (stereo unspecified)	i	0.36
Cc1cc(C)c[n+](CC(=O)c2ccccc2)c1	i	0.37
COc1cc(OC)c2c(C)cc(=O)oc2c1C(CCN1CCN(c2ccccc2)CC1)c1ccc2c(c1)OCO2 (stereo unspecified)	i	1.3
COc1ccc(C(=O)COC(=O)C2CCC(=O)N2)cc1 (stereo unspecified)	i	-0.09
O/N=C/c1cccn1-c1ccc(O)cc1	i	-0.12
CCOC(=O)/C(=N/Nc1ccccc1)Sc1nnc(CCc2ccccc2)n1-c1ccccc1	i	0.15
C1CNC(C23CC4CC(CC(C4)C2)C3)=N1	i	0.52
COc1ccc(CN(C(=O)c2ccco2)c2ccccc2)cc1	i	-4.2*
COc1ccccc1-n1ccnc(SCC(=O)NC2CCCCC2)c1=O	i	-0.14
O=[N+]([O-])c1ccccc1SN(Cc1ccccc1)c1ccccn1	i	0.58
COc1cc(CCC(=O)NNC(=O)c2ccc(C)cc2)cc(OC)c1OC	i	1
CCN1CCN(C(=S)c2ccc(OCC(=O)Nc3ccc(OC)cc3)cc2)CC1	i	0.01
C=CCC1c2cccc(C(=O)O)c2C(=O)N1c1ccc(F)cc1 (stereo unspecified)	i	1.2
COc1ccc(Oc2nc(C)cc(C)c2S(=O)(=O)c2ccc(C)cc2)cc1	i	1.1
COCCCNc1ccnc2c(Cl)cccc12	i	0.42

Kir21 block: entries above that show a hit.
SMILES	KCNQ2 block	Kir21 block
COc1ccc(CN(C(=O)c2ccco2)c2ccccc2)cc1	i	-4.2*

Returning to the listing, repeating the two entries before the break.
SMILES	KCNQ2 block	Kir21 block
COc1ccc(Oc2nc(C)cc(C)c2S(=O)(=O)c2ccc(C)cc2)cc1	i	1.1
COCCCNc1ccnc2c(Cl)cccc12	i	0.42
CC(=O)NC(CCS(C)(=O)=O)C(=O)Nc1cc(C)on1 (stereo unspecified)	i	2.4
COc1ccc(CNC(=O)C(C)OC(=O)CCN2C(=O)C3CC=CCC3C2=O)cc1 (stereo unspecified)	i	-0.22
Cc1nnc2sc(-c3ccc(NC(=O)CSc4ccc(Cl)cc4)cc3)nn12	i	0.5
CCN(CC(=O)Nc1c(F)cccc1F)C(=O)CCCc1c[nH]c2ccccc12	i	-0.41
O=C(c1cc2ccccc2o1)N1CCOCC1	i	0.68
Cc1ccccc1CC1SC(N=C(N)N)=NC1=O (stereo unspecified)	i	-0.52
CCc1nnc(NC(=O)Nc2ccc(Cl)cc2)s1	i	-1.6
CCCC(=O)Nc1ccc2nc(SCC(=O)N3CCCC3)sc2c1	i	-0.48
O=C(COC(=O)c1ncc(Cl)c(Cl)c1Cl)NNC(=O)c1ccccc1	i	-0.46
Cc1ccc(C)c(S(=O)(=O)NCCOC(=O)Nc2sc(=S)n(C)c2C)c1	i	-2.3
CN(C)CCC(=O)c1ccc2c(c1)OCO2	i	0.45
O=C(Nc1ccc(O)c2c(=O)cc(-c3cccc(Cl)c3)oc12)c1cccc(Cl)c1	i	-0.69
CN(C)S(=O)(=O)c1ccc(Cl)c(C(=O)Nc2ccc(S(=O)(=O)N3CCOCC3)cc2)c1	i	0.23
C/C(=N\NC(=O)c1ccccc1)c1ccc(N2CCOCC2)cc1	i	-0.42
CCCCCCP(=O)(O)c1ccccc1	i	0.97
O=S(=O)(c1ccc(-c2cnc(C3CC3)o2)cc1)N1CCN(c2ccccc2)CC1	i	0.01
Cc1ccccc1CN1C[C@@H]2C[C@@H](c3cn[nH]c3-c3ccc(F)cc3)N3CCC[C@@]23C1=O	i	0.5
Cc1cc(C)c(C#N)c(Nc2cccc(C)c2C)n1	i	0.07
Cc1cccc(CC(=O)NCC2CCCCC2)c1	i	0.12
